High-throughput results deposited in PubChem BioAssay by several laboratories.
SKN-1 inh – inhibitors of C. elegans SKN-1; C. elegans VP596 Pgst-4::GFP/RFP ratio, acrylamide-induced, 24 h; inhibition, % at 21.8 µM; hit rate 0.49% among 360,000;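 active = interference check ratio from 0.5 to 1.5 plus GFP to RFP signal ratio inhibition reaching or exceeding a fixed threshold, cut at about 30% in these data, passing the limit was not always enough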; also: some compounds called inactive have numbers as strong as hits
Neddyl block – cullin neddylation inhibition; P61081+Q13564; TR-FRET cullin neddylation, biochemical; calls only at 25 µM; hit rate 0.58% among 360,000; AID 651699; in the data active = inhibition above about 36%
MsrA inhibitor – bovine MsrA inhibition. purified bovine MsrA, absorbance read-out. inhibition, % at 15.5 µM. hit rate 0.75% among 360,000; in the data active = inhibition above about 4.5%;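 also: 0% = vehicle wells with enzyme and 100% = reference inhibitor wells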
E coli Lon inh – inhibits E. coli Lon protease; P0A9M0; purified E. coli Lon protease, fluorescence polarization; inhibition, % at 7.94 µM; hit rate 0.42% among 360,000; AID 602123; in the data active = inhibition above about 13%, passing the limit was not always enough;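 also: 0% = enzyme with probe and DMSO and 100% = no enzyme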
MsrA act – activates bovine MsrA enzyme. purified bovine MsrA, absorbance read-out. activation, % at 10.6 µM. hit rate 0.3% among 360,000; in the data active = activation above about 7.5%;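 also: 0% = vehicle and 100% = reference activator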
MT1-MMP act inh – inhibitors of human MT1-MMP activation; P50281; HT1080 RFP-PRO-GFP cells, GFP/RFP ratio fluorescence, overnight; percent of plate control window, DMSO zero; GFP/RFP ratio change, % at 20 µM; hit rate 0.061% among 360,000; AID 651647;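 active = GFP/RFP ratio change of at least 30% with cell ATP level not reduced by more than half and red fluorescence within 50% of control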; also: strong numbers were not always called active
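Assay system – RFP-PRO-GFP reporter HT1080 cells · Compound dosing – single dose of 20 µM compound, 1% DMSO final · Incubation – overnight compound exposure at 37 °C · Measure – GFP/RFP fluorescence ratio · Benchmarks – DMSO wells and RFP-L50D-GFP cells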
NRP1-CendR mod – alters CendR peptide binding to human NRP-1; O14786; FAM-RPARPAR peptide binding to NRP-1, fluorescence polarization; inhibition, % at 25 µM; hit rate 0.85% among 360,000; AID 602438;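 active = inhibition or corrected inhibition above about 18%, plus a signal ratio from 0.5 to 1.5, limit read from the data, passing the limit was not always enough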; also: strong numbers were not always called active
Target sequence (O14786 whole entry, looked up): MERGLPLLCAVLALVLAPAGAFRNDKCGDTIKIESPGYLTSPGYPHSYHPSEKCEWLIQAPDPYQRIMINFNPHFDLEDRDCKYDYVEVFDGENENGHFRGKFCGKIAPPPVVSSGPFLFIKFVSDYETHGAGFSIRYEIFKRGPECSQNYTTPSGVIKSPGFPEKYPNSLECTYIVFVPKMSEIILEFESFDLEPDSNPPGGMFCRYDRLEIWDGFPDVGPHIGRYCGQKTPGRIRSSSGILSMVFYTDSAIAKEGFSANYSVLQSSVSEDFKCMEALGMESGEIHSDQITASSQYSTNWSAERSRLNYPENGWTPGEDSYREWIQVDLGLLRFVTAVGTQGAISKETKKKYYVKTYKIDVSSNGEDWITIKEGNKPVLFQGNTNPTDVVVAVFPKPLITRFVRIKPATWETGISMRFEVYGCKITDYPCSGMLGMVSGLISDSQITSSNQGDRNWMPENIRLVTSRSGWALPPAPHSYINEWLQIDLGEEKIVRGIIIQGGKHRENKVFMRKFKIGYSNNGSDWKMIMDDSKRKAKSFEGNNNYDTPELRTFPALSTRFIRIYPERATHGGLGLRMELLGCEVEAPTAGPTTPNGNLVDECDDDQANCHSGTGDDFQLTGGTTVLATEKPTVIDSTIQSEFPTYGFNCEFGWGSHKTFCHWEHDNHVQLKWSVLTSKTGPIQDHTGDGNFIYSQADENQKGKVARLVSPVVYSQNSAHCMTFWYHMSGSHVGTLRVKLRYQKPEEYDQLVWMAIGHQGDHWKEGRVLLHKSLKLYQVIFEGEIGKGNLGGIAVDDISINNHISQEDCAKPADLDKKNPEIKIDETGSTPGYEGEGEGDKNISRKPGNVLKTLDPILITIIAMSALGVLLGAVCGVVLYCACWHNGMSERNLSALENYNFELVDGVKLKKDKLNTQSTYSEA
Rin1 Abl inh – inhibitors of human Rin1-Abl protein interaction | TR-FRET Rin1/Abl binding, biochemical | inhibition, % at 7.35 µM | hit rate 0.4% among 360,000 | AID 588664; in the data active = inhibition above about 5%, passing the limit was not always enough
FAS-TE inh – FAS thioesterase (human) inhibition. P49327. recombinant FAS-TE, OMFH fluorogenic substrate, fluorescence endpoint. inhibition, % at 15 µM. hit rate 0.67% among 360,000. AID 602261;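 active = compounds whose normalised, plate-corrected inhibition of enzyme fluorescence in the single-dose primary screen is 50% or more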;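 also: 0% = DMSO with enzyme and 100% = substrate without enzyme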
Numbers without * were called inactive; i = inactive; . = no result given.

1: CCn1c(CS(=O)Cc2ccc(Cl)cc2Cl)nnc1SCc1c(Cl)cccc1Cl (configuration not stated)
2: COc1ccnc(Nc2cccc(C)c2)c1C#N
3: CCc1nnc(N/N=C/c2cc(C)c(C)cc2C)n1N
4: CC(C)N1CCC(N2CCN(Cc3ccc(-c4ccc(Cl)cc4)o3)CC2CCO)CC1 (configuration not stated)
5: O=C(CCN1CCCO1)NC1CCCc2c1cnn2-c1ccccc1F (configuration not stated)
6: O=C(Cn1c(=O)oc2cc(S(=O)(=O)N3CCCC3)ccc21)Nc1ccccn1
7: C=CCn1c(SCC(=O)NC2CCS(=O)(=O)C2)nc2scc(C3CC3)c2c1=O (configuration not stated)
8: CCCCNCCOCCOc1ccc(F)cc1
9: COc1ccccc1NC(=O)CN(Cc1ccco1)C(=O)c1cc2ccccc2o1
10: O=C(O)c1ccc(/C=N/Nc2ncc(C(F)(F)F)cc2Cl)cc1

Compound | 1 | 2 | 3 | 4 | 5 | 6 | 7 | 8 | 9 | 10
SKN-1 inh | -2 | 1 | -5 | -3 | 10 | -6 | 13 | 11 | -19 | -2
Neddyl block | i | i | i | i | i | i | i | i | i | i
MsrA inhibitor | . | 0.5 | 1.1 | 0.6 | -0.3 | 0.2 | 0.1 | 0.5 | . | 1.8
E coli Lon inh | -10 | -3 | -12 | 9 | 1 | -6 | -5 | 1 | -4 | -8
MsrA act | -1 | -2 | 4 | -2 | -1 | -1 | -4 | 0 | -3 | -4
MT1-MMP act inh | 1 | 0 | 2 | 1 | -1 | 2 | -5 | -3 | 4 | 0
NRP1-CendR mod | 6 | 3 | 22 | 0 | 8 | 3 | 2 | 6 | -13 | -3
Rin1 Abl inh | 3 | -2 | 0 | -2 | -3 | 3 | 2 | 4 | 1 | 0
FAS-TE inh | 8 | -12 | -4 | 0 | -7 | -2 | 0 | -7 | 7 | 0

11: CC(=O)c1cccc(CN2CCC(C(=O)Nc3ccc(Oc4cccnc4)cc3)CC2)c1
12: CNCCCCOc1ccc(C(C)(C)C)cc1Cl
13: CCN(CC)C(=O)c1cccc(-c2csc(C(C)(O)c3ccc(OC)cc3)n2)c1 (configuration not stated)
14: O=[N+]([O-])c1ccc(-c2csc(Nc3ccccc3)[n+]2Cc2ccccc2)cc1
15: Cc1cc(OCC(=O)NNC(=O)CCc2ccccc2)ccc1Br
16: CCOC(=O)c1cc(S(=O)(=O)N2CCN(C(=O)OCC)CC2)cn1C
17: Cc1cccc(C(=O)N[C@H](C(=O)Nc2cccc(S(=O)(=O)N3CCCC3)c2)C(C)C)c1
18: COc1ccc(C(=O)COC(=O)Cc2n[nH]c(=O)c3ccccc23)c(OC)c1
19: CC(=O)c1c(C)[nH]c(C(=O)OCC(=O)NCc2ccccc2)c1C
20: O=C(CSS(=O)(=O)O)N1CCN(C(=O)c2ccoc2)CC1

Compound | 11 | 12 | 13 | 14 | 15 | 16 | 17 | 18 | 19 | 20
SKN-1 inh | -5 | -2 | 15 | 11 | -12 | -6 | 2 | 8 | -3 | -6
Neddyl block | i | i | i | i | i | i | i | i | i | i
MsrA inhibitor | -0.6 | 0.3 | -1.1 | 0.3 | -0.5 | -0.7 | -1.3 | 0.7 | 1.6 | -1.1
E coli Lon inh | -9 | -7 | -4 | 0 | 1 | -11 | -4 | 0 | 5 | 12
MsrA act | -3 | -5 | -2 | -4 | -1 | -9 | -2 | -4 | -2 | -8
MT1-MMP act inh | 1 | -7 | -8 | -4 | -3 | 6 | -9 | 0 | 4 | -1
NRP1-CendR mod | -8 | 2 | 6 | -4 | 5 | 9 | 3 | -5 | 12 | -9
Rin1 Abl inh | 2 | 7 | -3 | -1 | 2 | -3 | -2 | 2 | 0 | -3
FAS-TE inh | 0 | -1 | 2 | 12 | -2 | -9 | 8 | -8 | 1 | -2

Only E coli Lon inh and SKN-1 inh, for two of the compounds above:
entry	smiles	E coli Lon inh	SKN-1 inh
7	C=CCn1c(SCC(=O)NC2CCS(=O)(=O)C2)nc2scc(C3CC3)c2c1=O (configuration not stated)	-5	13
19	CC(=O)c1c(C)[nH]c(C(=O)OCC(=O)NCc2ccccc2)c1C	5	-3

(next part)
21: COc1ccc(CN(CCN(C)C)Cc2ccccc2)c(OC)c1
22: O=C(Cc1ccc(F)cc1)Nc1nnc(SCC(=O)NC2CCCC2)s1
23: Cc1ccc(C(=O)OCc2nnc(-c3ccccc3)o2)cc1S(=O)(=O)N1CCOCC1
24: O=C(CN1CCN(CC(=O)Nc2ccccc2Cl)CC1)Nc1ccc2c(c1)OCCO2
25: Cc1ccc(-n2nc3cc(C)c(NC(=O)c4cccnc4)cc3n2)cc1
26: CCc1ccc(NC(=O)CSC2=C(C#N)C(c3ccc4c(c3)OCO4)CC(=O)N2)cc1 (configuration not stated)
27: CCC(C(=O)NC1CCCCC1)N(C(=O)c1snc(C(N)=O)c1N)c1ccc(OC)cc1OC (configuration not stated)
28: CCOC(=O)c1c(C)[nH]c(C(=O)CN2C(=O)NC(CC)(c3ccccc3)C2=O)c1C (configuration not stated)
29: Cc1ccc2c(c1)CCCN2CC(=O)Nc1cc(S(=O)(=O)N2CCCC2)ccc1Cl
30: COc1ccc(-c2c(C(=O)c3ccccc3)[nH]c(N)c2C(N)=O)cc1OC

Compound | 21 | 22 | 23 | 24 | 25 | 26 | 27 | 28 | 29 | 30
SKN-1 inh | 16 | 2 | 4 | -5 | 21 | 4 | 7 | -15 | 5 | 3
Neddyl block | i | i | i | i | i | i | i | i | i | i
MsrA inhibitor | -0.7 | 0.8 | 0.4 | -0.6 | 0.0 | -0.5 | 0.1 | -1.3 | 0.6 | 1.5
E coli Lon inh | -2 | 5 | -2 | 7 | -3 | 7 | 17 | -5 | -75 | -13
MsrA act | -2 | -8 | -2 | -3 | 0 | -1 | 0 | -6 | -7 | -3
MT1-MMP act inh | -3 | -5 | 1 | -6 | 1 | 3 | -2 | 0 | -16 | 2
NRP1-CendR mod | -7 | -3 | 8 | -15 | 20 | -16 | 14 | 6 | -35 | 11
Rin1 Abl inh | 2 | -4 | -3 | 1 | 0 | -1 | 0 | 1 | -1 | .
FAS-TE inh | -7 | -7 | 17 | 2 | 0 | -7 | 5 | -3 | -5 | -5

The final two compounds of the part above lead into the next.
29: Cc1ccc2c(c1)CCCN2CC(=O)Nc1cc(S(=O)(=O)N2CCCC2)ccc1Cl
30: COc1ccc(-c2c(C(=O)c3ccccc3)[nH]c(N)c2C(N)=O)cc1OC
31: COc1ccccc1CN1C(=O)CN(C2CCCCCC2)C(=O)C1c1ccc(F)cc1 (configuration not stated)
32: CCOC(=O)C1CCCN(C(=O)c2ccc(NC(=O)CC3SC(N4CCCC4)=NC3=O)cc2)C1 (configuration not stated)
33: COc1ccc(NC(=O)CC2C(=O)N(c3ccccc3)C(=O)N2CCc2cccs2)cc1 (configuration not stated)
34: CSc1nsc(SC)c1NC(=O)Nc1ccccn1
35: Cn1c(=O)c2c(nc3n2CC(COc2ccc(Cl)cc2)O3)n(C)c1=O (configuration not stated)
36: FC(F)(F)c1cc(CCN2CCNC[C@H]2Cc2cccc3ccccc23)cc(C(F)(F)F)c1
37: CCOC(=O)CN1C(=O)S/C(=C/C=C/c2ccc(N(C)C)cc2)C1=O
38: Cc1ccc(C23CC4CC(CC(C(=O)NCC(=O)O)(C4)C2)C3)cc1
39: Cc1cc(C)c(C#N)c(N2CCCC2)n1
40: CCOc1ccc2cc(S(=O)(=O)N3CCCCC3)ccc2c1

Compound | 29 | 30 | 31 | 32 | 33 | 34 | 35 | 36 | 37 | 38 | 39 | 40
SKN-1 inh | 5 | 3 | -13 | 7 | 13 | 9 | 3 | 15 | 57 | 2 | 3 | -3
Neddyl block | i | i | i | i | i | i | i | i | i | i | . | i
MsrA inhibitor | 0.6 | 1.5 | 0.8 | -0.6 | -0.8 | -1.9 | -0.5 | -3.2 | 0.4 | 0.2 | 0.3 | 0.0
E coli Lon inh | -75 | -13 | -5 | -10 | -2 | 4 | -4 | -10 | -139 | -3 | -7 | -3
MsrA act | -7 | -3 | -3 | -1 | -3 | -2 | -3 | -3 | -2 | -11 | -7 | -2
MT1-MMP act inh | -16 | 2 | -14 | 4 | 6 | 3 | 1 | -2 | -12 | 3 | -4 | -1
NRP1-CendR mod | -35 | 11 | -9 | -18 | -4 | 6 | 6 | -8 | -196 | 6 | 15 | 3
Rin1 Abl inh | -1 | . | -1 | 4 | -3 | -1 | 2 | 0 | 2 | 4 | 0 | -1
FAS-TE inh | -5 | -5 | 21 | -6 | 3 | -2 | 0 | -127 | 9 | -6 | -7 | 24

Some values from the list:
Reading of entry 18 under MT1-MMP act inh: 0
Reading of entry 6 under MsrA act: -1

Structural class, the entries above with a CF3 group (two)
10: O=C(O)c1ccc(/C=N/Nc2ncc(C(F)(F)F)cc2Cl)cc1
36: FC(F)(F)c1cc(CCN2CCNC[C@H]2Cc2cccc3ccccc23)cc(C(F)(F)F)c1

Compound | 10 | 36
SKN-1 inh | -2 | 15
Neddyl block | i | i
MsrA inhibitor | 1.8 | -3.2
E coli Lon inh | -8 | -10
MsrA act | -4 | -3
MT1-MMP act inh | 0 | -2
NRP1-CendR mod | -3 | -8
Rin1 Abl inh | 0 | 0
FAS-TE inh | 0 | -127

The list continues.
41: N#Cc1nnn2c1nc(N)c1c(F)cccc12
42: O=C(Nc1nc2c(s1)CCc1ccccc1-2)c1cccs1
43: Cc1ccc(Cc2c(-c3ccc(C)cc3)nc3c4ccccc4ccn23)cc1
44: O=C(COC(=O)CSc1ccc([N+](=O)[O-])cc1)NCCc1ccccc1
45: COc1cc([C@@H]2OC[C@@H]3[C@H]2CO[C@@H]3c2ccc3c(c2)OCO3)ccc1O
46: CCCNC(=O)NC1CCCc2ccccc21 (configuration not stated)
47: CCOC(=O)N1CCN(C(=O)C2CCCN(S(=O)(=O)c3ccc(C)cc3)C2)CC1 (configuration not stated)
48: CC(=O)CCc1oc2ccc(NC(C)=O)cc2c1-c1ccc(C)o1

Compound | 41 | 42 | 43 | 44 | 45 | 46 | 47 | 48
SKN-1 inh | -12 | -2 | -7 | 13 | 10 | 1 | 3 | 9
Neddyl block | . | i | i | i | i | i | i | i
MsrA inhibitor | 0.8 | 1.4 | -0.5 | 3.3 | 0.4 | -1.0 | . | .
E coli Lon inh | -1 | -5 | -6 | 3 | 4 | 1 | -4 | -7
MsrA act | -8 | -5 | -2 | -4 | -8 | -5 | -2 | -3
MT1-MMP act inh | 7 | -22 | -5 | -2 | 6 | -3 | 6 | -3
NRP1-CendR mod | 1 | -12 | 0 | 10 | 2 | 15 | -2 | -12
Rin1 Abl inh | 0 | -4 | 1 | -2 | 3 | 2 | 3 | -4
FAS-TE inh | 5 | 23 | 13 | -4 | -5 | -12 | -5 | -1
